Lipid storage S3 – qHTS Assay for Lipid Storage Modulators in Drosophila S3 Cells | Drosophila S3 cells, BODIPY lipid droplet fluorescence, 18-24 h; cells fed with added oleic acid | Potency in µM for hits, for the others lipid storage change, negative = inhibition, % at the top dose, mostly 46.1 µM | 320,000 compounds, 0.64% hits | AID 2685; active = well fitted inhibition curve with a large enough effect in the signal ratio, with a control signal flat, not every such curve was filed as active; inconclusive = small, poorly fitted or top-dose-only effect, or effect the other way, or a change in a side signal; the % refers to the signal ratio
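Drosophila S3 cells got compounds at several concentrations plus oleic acid (400 uM solution). Laser-scanning cytometry with 488 nm excitation read lipid droplets at 500-530 nm and cells at 575-640 nm. Percent activity was relative to 20 uM Triacsin C.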
Lipid storage S3 cell count max – also measured in Lipid storage S3; calls as there; cell number change, %; measured here: cell count max response;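 cells counted by Cell Tracker Red CMTPX staining in the red channel; peak over a dose series mostly up to 46.1 µM; percent activity relative to internal control wells on each plate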
The depositor's hits bear a star; i = inactive; ? = inconclusive; nt = no result given; [ ] = remark or other dose. % is scaled to controls: 0 for no effect and ±100 for the full control effect; potency is read from the fitted curve at half-maximal effect. Some of the compounds tested, so the mix of outcomes need not match the whole.

SMILES | Lipid storage S3 | Lipid storage S3 cell count max
COc1ccc(-c2ccc(SCC(=O)Nc3cccc(C(C)=O)c3)nn2)cc1OC | 3.8% | nt
COc1ccc(-c2cn(Cc3ccc(C(N)=O)cc3)c(-c3ccncc3)n2)cc1 | -16.0% | -12.5
Cc1ccc([N+](=O)[O-])cc1NC(=O)Cc1ccc(F)cc1 | ? | nt
COc1cccc(NC(=O)CN(c2cccc(F)c2)S(C)(=O)=O)c1 | ? | nt
CC1CN(Cc2cc(=O)n3ccsc3n2)CC(C)O1 (stereo not given) | 3.1% | -14.8
COc1cc(/C(C)=N/NC(=S)NC(C)C)cc(OC)c1OC | -0.9% | -3.1
O=C(Cc1ccc(Br)cc1)NCCc1ccc(F)cc1 | -10.7% | 12.4
COCCn1c(C)cc(C(=O)COC(=O)C2CC(=O)N(CCc3ccc(OC)c(OC)c3)C2)c1C (stereo not given) | -13.2%[0.0737 µM] | nt
O=C(CSc1ccccc1F)NCC1(N2CCCCC2)CCCCC1 | ? | nt
O=S(=O)(c1ccccc1)N1CCN(S(=O)(=O)c2ccccc2)C1 | 22.8% | 0.8
CCC(=O)NCc1ccc2[nH]c(C)cc2c1 | ? | nt
NCCOc1ccc(C23CC4CC(CC(C4)C2)C3)cc1 | ? | nt
CCn1c(SCC(=O)Nc2ccc(N3CCOCC3)cc2)nnc1-c1ccc(OC)cc1 | i | nt
COc1ccc(NC(=O)c2sc3ncn(CC(=O)N4CCCCC4)c(=O)c3c2C)cc1OC | ? | nt
Cc1ccc(NC(=O)c2cnccn2)nc1 | ? | nt
O=C(c1ccc(Cl)cc1)c1cnc(Nc2ccccc2Cl)s1 | 2.7% | -26.3
O=C(NCc1ccccc1)c1ccc(S(=O)(=O)N2CCCc3ccccc32)cc1 | -20.0% | nt
O=C(Nc1nc2c(s1)CCCC2)c1cccnc1 | i | 4.5
CN(C)c1ccc(CN(Cc2ccco2)C(=O)c2ccco2)cc1 | ? | nt
CCOc1ccccc1CN1CCN(C2CCSCC2)CC1CCO (stereo not given) | 14.0% | nt
Cc1ccc(-c2nn(Cc3ccccc3)cc2/C=C/C(=O)O)cc1 | ? | nt
COCCCNC(=S)Nc1ccc(C)cc1[N+](=O)[O-] | ? | nt
O=C(NC(=O)c1ccccc1F)OCc1ccc(Cl)cc1Cl | 6.7% | 0.6
CC(=O)c1ccccc1NC(=O)C1CCCN(C(=O)c2ccc(Cl)cc2)C1 (stereo not given) | ? | nt
Cc1ccccc1-c1nnnn1C1CCS(=O)(=O)C1 (stereo not given) | ? | nt

Full records from above.
Shown for Cc1ccc(NC(=O)c2cnccn2)nc1 = Lipid storage S3 = ?; Lipid storage S3 cell count max = nt
Shown for CN(C)c1ccc(CN(Cc2ccco2)C(=O)c2ccco2)cc1 = Lipid storage S3 = ?; Lipid storage S3 cell count max = nt

More compounds.
SMILES | Lipid storage S3 | Lipid storage S3 cell count max
CCOC(=O)C1(CCOc2ccccc2)CCN(Cc2ccc(-n3cccn3)cc2)CC1 | 8.8% | 12.8
Cc1ccccc1C(=O)c1cccn1CC(=O)NCCC1=CCCCC1 | -4.0% | 5.9
O=C(CSc1ncccn1)n1c2c(c3ccccc31)CCCC2 | ? | nt
CCOc1ccccc1-n1nnnc1SCC(=O)O | -8.6% | 3.3
COc1ccc(CCNC(=O)C2CCCN(c3ncnc4c3nc3n4CCCCC3)C2)c(OC)c1 (stereo not given) | ? | nt
CCN(CC)S(=O)(=O)c1ccc(-c2nnc(SCC(=O)N3c4ccccc4CC3C)n2CC)cc1 (stereo not given) | 15.5% | 9.8
COC(=O)c1cc[n+](CC(=O)c2ccccc2)cc1 | ? | nt
O=C(COC(=O)c1ccccc1)c1ccc2c(c1)OCCO2 | ? | nt
Cc1cc(C)nc(N=Nc2c(O)n(Cc3ccc(Cl)cc3)c3ccccc23)n1 | ? | nt
CCc1ccc(NC(=O)C(=O)NNC(=O)c2cccc(OC)c2)cc1 | ? | nt
COc1ccc(CN2CCC(N3CC(C)OC(C)C3)CC2)c(OC)c1OC (stereo not given) | ? | nt
C/C(=N/Nc1nc(-c2ccccc2F)nc2ccccc12)c1ccccc1O | ? | nt
O=S(=O)(NCCc1ccncc1)c1cc(Br)ccc1F | ? | nt
C[n+]1nc(Nc2cccc3ccccc23)sc1-c1ccc(C(=O)O)cc1 | 12.7% | 4.5
Cc1cccc(-c2nc3cc(NC(=O)C4CCCO4)ccc3o2)c1 (stereo not given) | ? | nt
COC(=O)Cn1c(=O)c(=O)n(CC(=O)OC)c2ccccc21 | -3.2% | 4.5
O=C(Nc1ccccc1N1CCCC1)C1CCN(S(=O)(=O)c2ccc(F)cc2)CC1 | ? | nt
O=S(=O)(c1ccc(Cl)nc1)N1CCc2ccccc21 | 12.8% | -10.8
Cc1nnc(NC(=O)CSCc2cc(=O)c3ccccc3[nH]2)s1 | ? | nt
COc1cc(NC(=O)CCc2c(C)nn(-c3ccc(N4CCOCC4)nn3)c2C)cc(OC)c1OC | -12.7% | -4.9
COC(=O)c1ccc(COc2cc([N+](=O)[O-])cc3cccnc23)cc1 | 8.7% | -1.0
O=C(Nc1ccccc1)N(CCN1CCOCC1)Cc1ccccc1F | ? | nt
Cc1nn(-c2ccccc2)c(C)c1C(=O)OCC(=O)N(C)c1ccccc1 | i | -3.1
O=C(c1ccccc1S(=O)(=O)NCC(O)COc1ccc([N+](=O)[O-])cc1)N1CCCCC1 (stereo not given) | ? | nt
CC(C)CC(=O)NCCCCc1ccccc1 | ? | nt

Some of the entries so far, with values under each structure.
Every second line gives: Lipid storage S3 | Lipid storage S3 cell count max
C[n+]1nc(Nc2cccc3ccccc23)sc1-c1ccc(C(=O)O)cc1
→ 12.7% | 4.5
O=C(Nc1ccccc1N1CCCC1)C1CCN(S(=O)(=O)c2ccc(F)cc2)CC1
→ ? | nt
O=C(CSc1ncccn1)n1c2c(c3ccccc31)CCCC2
→ ? | nt
COC(=O)c1cc[n+](CC(=O)c2ccccc2)cc1
→ ? | nt
O=C(Nc1ccccc1)N(CCN1CCOCC1)Cc1ccccc1F
→ ? | nt
Cc1nnc(NC(=O)CSCc2cc(=O)c3ccccc3[nH]2)s1
→ ? | nt
Cc1ccccc1C(=O)c1cccn1CC(=O)NCCC1=CCCCC1
→ -4.0% | 5.9

Next part
SMILES | Lipid storage S3 | Lipid storage S3 cell count max
COc1cccc(NC(=O)CN(C)CC(=O)Nc2ccc(Br)cc2)c1 | 1.2% | 11.6
CCCOP(=O)(c1ccc(N(C)C)cc1)C(O)c1cc(OC)ccc1OC (stereo not given) | i | 12.7
O=[N+]([O-])c1ccc(N2CCSCC2)cc1 | 8.5% | 4.7
CCCn1c(SCC(=O)Nc2cc(Cl)ccc2OC)nc(O)cc1=O | ? | nt
NC(=O)CN(c1ccccc1)C1SC(=O)N(Cc2ccccc2)C1=O (stereo not given) | 10.8% | 16.5
COc1cccc(Nc2ncnc3sc(C)cc23)c1 | ? | nt
Cc1ccccc1CN1C(=O)CS/C1=N/N=C/c1ccco1 | ? | nt
CNc1nc(=S)[nH]c2ccccc12 | 10.5% | 0.6
O=C(Nc1cc(Cl)ccc1-n1cncn1)c1cc(F)cc(F)c1 | ? | nt
COc1ccc(CNC(=O)c2ccc(NS(=O)(=O)c3ccc4[nH]c(=O)[nH]c4c3)cc2)cc1OC | ? | nt
CC(=O)Oc1cc2c(C(=O)NCCCN3CCOCC3)c(C)oc2c2ccccc12 | ? | nt
N#Cc1c(Nc2ccccc2Cl)s[nH]c1=O | ? | nt
C#CCN(C(=O)Nc1ccccc1)c1ccccc1 | 12.8% | 1.6
CCc1cccc(Nc2cc(C)nc3ncnn23)c1 | 5.2% | -9.6
O=C(COc1ccccc1)Nc1ncccn1 | ? | nt
N=c1ccn(Cc2cccc(F)c2)cc1 | ? | nt
O=C(CSc1ccccc1C(=O)O)c1ccccc1 | i | 15.3
COc1cccc(CNC(=O)c2ccc(C)c(S(=O)(=O)N3CCCCC3)c2)c1 | ? | nt
CNCCOc1ccccc1OC(C)C | ? | nt
CC1CCN(CCCNC(=O)C2CCN(S(=O)(=O)N3CCC4(CC3)OCCO4)CC2)CC1 | -18.8% | 1.2
O=C(NN=C1CCCC1)c1ccccc1O | ? | nt
CC[C@H](C)[C@H](NC(N)=O)C(=O)Nc1ccc(S(=O)(=O)NC(C)C)cc1 | -0.4% | 4.0
Brc1cc(Cc2nnc(-c3ccccc3)o2)c(Br)s1 | 4.0% | 4.8
CC1(c2ccc(Cl)cc2)NC(=O)N(CC(=O)NCc2cccs2)C1=O (stereo not given) | ? | nt
CCC(=O)N1CCc2cc(S(=O)(=O)CCC(=O)NCc3ccc(OC)cc3)ccc21 | i | 23.2
(listing goes on)
SMILES | Lipid storage S3 | Lipid storage S3 cell count max
CCN(C(=O)COC(=O)/C=C/c1ccccc1[N+](=O)[O-])C1CCS(=O)(=O)C1 (stereo not given) | ? | nt
COc1cccc(Cn2nc3c4cc(F)ccc4n(Cc4ccc(F)cc4)cc-3c2=O)c1 | ? | nt
COCCNC(=O)Cn1nc(-c2ccc(C)cc2)ccc1=O | -1.7% | 2.1
O=c1cc(Cn2ccnc2)c2cc(O)ccc2o1 | -16.5% | -17.1
O=C(OCc1ccccc1)/C(=C/c1ccc(Cl)cc1)NC(=O)c1ccccc1Cl | ? | nt
Cc1c(Cl)cccc1NC(=O)Nc1ccc(C(=O)N2CCCC2)cc1 | ? | nt
Cc1oc(-c2ccc(Cl)cc2)nc1CS(=O)CC(=O)NCc1cccs1 (stereo not given) | ? | nt
O=C(NCCc1c[nH]c2ccccc12)C1Cc2ccccc2CN1C(=O)c1ccco1 (stereo not given) | 22.6% | 2.1
CCC(C)(C)NC(=O)CN(C(=O)CNS(=O)(=O)c1ccc(C)cc1)c1ccc2c(c1)OCCO2 | 8.2% | -6.9
COCCNC(=O)CCCn1c(=O)c2cc(OC)c(OC)cc2n(CC(=O)NCCC2=CCCCC2)c1=O | 2.4% | nt
O=C(NC(=O)c1ccccc1)Nc1ccc(-c2cnco2)cc1 | -8.7% | 2.4
O=C(NCCC(c1ccccc1)c1ccccc1)c1cnccn1 | ? | nt
Cc1ccc(S(=O)(=O)N2CCN(C(=O)c3cccs3)CC2)cc1C | 1.4% | 3.0
CN(C)CCCNc1c2c(c(C#N)c3nc4ccccc4n13)CCC2 | -0.1% | 4.4
O=C(Nc1ccc(NC(=O)c2ccc(Cl)cc2Cl)cc1)c1ccc2c(c1)OCO2 | 16.4µM* | -0.9*
N#C/C(=C\c1cn(CC(=O)N2CCCCC2)c2ccccc12)C(=O)NCc1ccc2c(c1)OCO2 | 18.4% | 4.3
Cc1cc(/C=C(/C#N)C(=O)O)c(C)n1-c1cccc2ccccc12 | ? | nt
CCC1CCCCN1CCCNC(=O)C(C)n1nc(C)c2sc3ccccc3c2c1=O (stereo not given) | ? | nt
CC(=O)c1ccc(NCCC(=O)c2ccccc2)cc1 | ? | nt
CCn1c2ccccc2c2nnc(SCC(N)=O)nc21 | ? | nt
CCCN1CCN(CCCNC(=O)c2ccc(NC(=O)C3=C(C)OCCS3)cc2)CC1 | ? | nt
Nc1ccc(-c2nnn(CC(=O)N3CCCCC3)n2)cc1 | ? | nt
COc1cc(C(=O)N2CCN(C(=O)c3cc(-c4ccccc4)n[nH]3)CC2)cc(OC)c1OC | i | -1.2
CC(NC(=O)C(c1ccccc1)c1ccccc1)C(=O)O (stereo not given) | -3.8% | -0.9
Cc1cc(NC(=O)COC(=O)c2cc([N+](=O)[O-])ccc2N2CCOCC2)ccc1Br | ? | nt
(cont.)
SMILES | Lipid storage S3 | Lipid storage S3 cell count max
CN(C(=O)C1CCN(S(=O)(=O)c2ccccc2)CC1)c1c(N)n(Cc2ccccc2)c(=O)[nH]c1=O | ? | nt
O=[N+]([O-])c1sccc1CS(=O)(=O)c1ccccc1 | 4.0% | -1.4
CC(=O)Nc1ccc(Oc2sc(C(=O)c3ccccc3)c(N)c2C#N)cc1 | -3.3% | -5.4
Cc1ccc(C(=O)N2CCN(c3ccccc3F)CC2)cc1S(=O)(=O)N1CCOCC1 | 1.8% | 4.3
NC(=O)Nc1ccc(Oc2c(F)c(F)c(F)c(F)c2F)cc1 | ? | nt
c1cc2c(cc1OCCNC1CCCC1)CCC2 | -18.1%[9.22 µM] | 8.1
O=c1[nH]c2cc3c(cc2cc1C(c1nnnn1CC1CCCO1)N1CCCC1)OCO3 (stereo not given) | i | 0.9
CCOC(=O)Cc1csc(NC(=O)Nc2cccc(OC)c2)n1 | 0.4% | -3.1
COc1ccc(CCNC(=O)CCc2ccc(S(=O)(=O)NCC(C)C)cc2)cc1 | ? | nt
COC(=O)C1(Cc2cc(-c3ccc(OC)cc3OC)no2)CCN(C(=O)OC(C)(C)C)CC1 | ? | nt
CCN(CC)Cc1c(O)ccc2occ(C(=O)c3ccc(OC)cc3)c12 | -2.0% | -6.7
CN1C(=O)CC(NNC(=O)c2ccccc2)C1=O (stereo not given) | 7.4% | -7.9
CC(=O)Nc1c([N+](=O)[O-])cc(C)c(Cl)c1[N+](=O)[O-] | ? | nt
COc1ccc(CN2CC(C(=O)NCC3CCCO3)CC2=O)cc1 (stereo not given) | 0.7% | 14.0
Cc1nc2cc(NS(=O)(=O)c3ccccc3F)ccc2s1 | 3.7% | -13.4
CSc1ncccc1C(=O)OCC(=O)NC1CCCC1 | ? | nt
O=C(CCCCn1c(=O)c2ccccc2n(CC(=O)Nc2ccccc2)c1=O)NCc1ccco1 | ? | nt
FC(F)(F)c1nnc2sc(-c3cccs3)nn12 | i | nt
CCn1nc(NC(=O)c2ccncc2)c2cc3cc(C)ccc3nc21 | 5.2% | 13.7
CN(Cc1cccc(Cl)c1)C(=O)C1CCC(=O)N(C2CC2)C1 (stereo not given) | i | -3.5
O=C(NC(=S)Nc1ccc(N2CCOCC2)cc1)c1cccs1 | ? | nt

From PubChem BioAssay
